Compound activity as filed in PubChem.
HP1b binding inh – inhibitors of HP1-beta chromodomain binding to methylated histone tails | AID 540317 | Potency, µM (highest dose often 114 µM), for the others: at the highest dose activity change, negative = inhibition, most hits filed as inhibitors | P83916 | actives 0.56% (n = 390,000) | AlphaScreen HP1-beta / biotin-H3K9me3 peptide binding; further: potency means the concentration at half of the fitted maximal effect; nearly all actives have a fitted effect of over 70% in size; inactives centre near 23
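HP1-beta protein (50 nM final) preincubated 30 min at room temperature with biotinylated H3(1-18)K9me3 peptide (50 nM) in PBS pH 7.4, 0.01% Tween-20, then compound added for 30 min. AlphaScreen streptavidin donor/nickel chelate acceptor beads (10 ug/mL final), 30 min dark, luminescence read.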
PI4K2A inh – PI4K2A (human) kinase inhibition; Q9BTU6; purified PI4K2A, ADP-Glo luminescence, 1 h; hits give low values; actives 0.13% (n = 420,000); activity change, negative = inhibition, % at 76.9 µM; in the data active means activity change below about -50%; inconclusive means mostly about -30% to -49%;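 further: -100% = wells without enzyme as full effect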
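Compounds are screened against recombinant PI4K2A using PI as substrate and ATP, the latter dispensed at 300 microM. Reactions run one hour at ambient temperature before ADP-Glo detection; full inhibition defined by wells lacking enzyme.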
Pol eta inh – blocks human DNA polymerase eta activity. Q9Y253. recombinant Pol eta, fluorescent DNA replication assay. Potency, µM (doses to about 114 µM), without a hit: at the top dose activity change, negative = inhibition, most hits filed as inhibitors. actives 1.2% (n = 390,000); further: potency means the concentration at half of the fitted maximal effect; on the % scale 0 is the no-effect control and ±100 the full control effect
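Pol eta at 10 nM preincubated with compounds 15 min at room temperature; reaction started with fluorescent substrate (50 nM final) and read kinetically at 0 and 10 min.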
JMJD2A Tudor inh – JMJD2A Tudor domain (human) inhibition; AlphaScreen JMJD2A-Tudor / H3K4me3 peptide binding; Potency, µM (doses to about 114 µM), for inactives: at the top dose activity change, negative = inhibition, hits mostly inhibitors; actives 4.4% (n = 390,000); AID 504339; further: potency means the concentration at half of the fitted maximal effect; on the % scale 0 is the no-effect control and ±100 the full control effect; nearly all actives have a fitted effect of over 50% in size
Target sequence (O75164 whole entry, looked up, the tested form may be a part): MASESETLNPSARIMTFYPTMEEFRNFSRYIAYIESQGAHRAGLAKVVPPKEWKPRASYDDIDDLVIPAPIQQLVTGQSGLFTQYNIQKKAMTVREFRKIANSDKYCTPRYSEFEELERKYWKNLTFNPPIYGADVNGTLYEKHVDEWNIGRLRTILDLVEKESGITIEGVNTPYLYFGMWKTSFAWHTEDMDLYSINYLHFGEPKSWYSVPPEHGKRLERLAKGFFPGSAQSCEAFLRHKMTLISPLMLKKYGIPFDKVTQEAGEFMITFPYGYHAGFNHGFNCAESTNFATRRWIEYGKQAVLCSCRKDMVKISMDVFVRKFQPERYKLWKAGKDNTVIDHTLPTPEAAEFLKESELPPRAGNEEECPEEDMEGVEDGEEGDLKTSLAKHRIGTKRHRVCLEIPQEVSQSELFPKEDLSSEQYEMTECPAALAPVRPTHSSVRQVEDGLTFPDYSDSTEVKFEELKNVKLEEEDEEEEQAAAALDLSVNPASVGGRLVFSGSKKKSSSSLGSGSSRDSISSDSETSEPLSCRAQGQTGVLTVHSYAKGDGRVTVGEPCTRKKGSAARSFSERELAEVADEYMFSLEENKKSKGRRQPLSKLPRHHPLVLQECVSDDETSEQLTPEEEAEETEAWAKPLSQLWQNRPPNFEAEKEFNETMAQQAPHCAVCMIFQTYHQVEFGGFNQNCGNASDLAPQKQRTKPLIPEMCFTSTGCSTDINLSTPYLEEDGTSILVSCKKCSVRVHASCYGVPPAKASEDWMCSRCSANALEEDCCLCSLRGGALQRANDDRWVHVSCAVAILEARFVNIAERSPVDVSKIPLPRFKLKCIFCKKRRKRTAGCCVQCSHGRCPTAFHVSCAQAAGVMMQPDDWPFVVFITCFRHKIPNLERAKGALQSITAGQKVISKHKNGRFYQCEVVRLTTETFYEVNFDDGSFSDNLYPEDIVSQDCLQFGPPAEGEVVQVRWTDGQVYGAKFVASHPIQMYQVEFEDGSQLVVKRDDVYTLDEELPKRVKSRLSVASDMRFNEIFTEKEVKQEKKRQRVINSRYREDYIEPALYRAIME
Pin1 inhibitor – inhibitors of human Pin1; Q13526; Pin1 FP peptide displacement, HiFluor488, 10 min; Potency, µM (highest dose often 115 µM), for the others: top-dose activity, negative = inhibition, hits mostly inhibitors; actives 0.009% (n = 390,000); active means well fitted inhibition curve with a large enough effect in the polarisation, with a control signal flat, not every such curve was filed as active; inconclusive means small, poorly fitted or top-dose-only effect, or effect the other way, or a change in a side signal; inactive means no such curve, though single readings can be large or run the other way; the % refers to the polarisation; further: potency means the concentration at half of the fitted maximal effect; on the % scale 0 is the no-effect control and ±100 the full control effect
G9a block – inhibitors of human histone lysine methyltransferase G9a; Q96KQ7; Potency, µM (series often up to 102 µM), for the others: top-dose activity, negative = inhibition, usual class: inhibitors; actives 8.8% (n = 350,000); AID 504332; G9a H3K9 monomethylation, AlphaScreen, 2 h; further: potency means the concentration at half of the fitted maximal effect; on the % scale 0 is the no-effect control and ±100 the full control effect; nearly all actives have a fitted effect of over 75% in size
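Quantitative HTS format: methyltransferase activity on a biotin-tagged H3K9 peptide is measured by AlphaScreen, using a rabbit anti-monomethyl-H3K9 antibody with streptavidin donor and anti-IgG acceptor beads. Final levels are 20 nM enzyme, 500 nM peptide, 20 uM SAM; 2 h RT.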
Tb PGK inh – T. brucei PGK inhibition | P07378 | PGK/GAPDH coupled, Kinase-Glo luminescence, 60 min | Potency, µM (highest dose often 57.5 µM), without a hit: at the top dose activity change, negative = inhibition, most hits filed as inhibitors | actives 0.043% (n = 380,000); further: potency means the concentration at half of the fitted maximal effect; on the % scale 0 is the no-effect control and ±100 the full control effect; nearly all actives have a fitted effect of over 60% in size
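Luminescent ATP detection (Kinase-Glo Plus) follows a 60-minute room-temperature incubation, with wells lacking PGK as controls. Buffer: 100 mM TEA (pH 7.6), 5 mM MgCl2, 0.01% Tween-20. Coupling enzyme GAPDH (100 nM final) supplies unstable 1,3-BPG in-well.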
GLS inh – glutaminase GLS (human) inhibition; GLS enzymatic activity, qHTS titration; O94925; actives 0.21% (n = 410,000); AID 624170; Potency, µM (highest dose often 45.5 µM), without a hit: top-dose activity change, negative = inhibition, usual class: inhibitors; further: potency means the concentration at half of the fitted maximal effect; on the % scale 0 is the no-effect control and ±100 the full control effect
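hKGA in 45 mM KH2PO4 pH 8.2, 0.02% Tween-20 with pin-transferred compounds; 1 mM L-glutamine (stock) plus glutamate oxidase/HRP/Amplex Red coupling added. Fluorescence read initially and after 30 min at RT.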
BAZ2B block – BAZ2B (human) inhibition; Potency, µM (top dose mostly 114 µM), inactives show top-dose activity change, negative = inhibition, usual class: inhibitors; AlphaScreen BAZ2B-H3K14Ac peptide displacement; actives 4.4% (n = 360,000); further: potency means the concentration at half of the fitted maximal effect; on the % scale 0 is the no-effect control and ±100 the full control effect; nearly all actives have a fitted effect of over 60% in size
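AlphaScreen displacement: compounds (up to 110uM) incubated 30 min at room temperature with a preformed 50 nM BAZ2B/50 nM biotinylated H3K14Ac peptide complex in PBS pH 7.4 with Tween-20. Donor and acceptor beads at 10 ug/mL final added, 20 min light-protected before reading.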
* = called active by the depositor; i = inactive; ? = inconclusive; . = not tested or not shown; [ ] = another dose, or the depositor's remark. Unless noted, the call rests on the fitted dose curve; in most records, active means well fitted curve in the direction sought with a large enough effect; inconclusive means small, poorly fitted or top-dose-only effect, or another doubt; inactive means no such curve, though single readings can be large; an effect the other way counts as inactive or inconclusive. This is a subset. The share of hits here may be higher or lower than overall.

HP1b binding inh,PI4K2A inh,Pol eta inh,JMJD2A Tudor inh,Pin1 inhibitor,G9a block,Tb PGK inh,GLS inh,BAZ2B block,SMILES
47%[activator],-1,-14%,0%,6%,-34%,-1%,-1%,-5%,Cc1c(-c2ccc(/C=N/NC(=O)C(=O)Nc3ccccc3F)o2)cccc1[N+](=O)[O-]
431%[activator],5,-28%,297%[activator],-4%,369%[activator][59 µM],-9%,-4%,314%[activator],Cc1cc(C)n(-c2nc3ccccc3nc2Nc2ccc(C(C)C)cc2)n1
7%,-2,-7%,-8%,-4%,18%,1%,0%,-6%,CCOC(=O)N/N=C\c1cccc(OC)c1OC/C=C/c1ccccc1
9%,-3,-2%,-25%,-11%,-6%[59 µM],0%,1%,-11%,CC(=O)c1cc(-c2ccc(F)cc2)n(CCC(=O)NCc2ccccc2C)c1C
3%,7,-15%,-6%,2%,12%[59 µM],-3%,16%,9%,CC(C)NS(=O)(=O)c1ccc(NC(=O)Cc2cccs2)cc1
20%,3,-3%,-9%,1%,24%,-1%,0%,0%,O=C(NCCc1ccccc1)c1ccccc1F
5%,-7,-17%,-34%,-2%,-35%[59 µM],-6%,16%,?,O=C(NCc1ccc2c(c1)OCO2)c1ccc(CN2CCc3ccccc3C2)cc1
42%[activator],51,-9%,-13%,24%,?,-1%,-9%,-2%,CCCCS(=O)(=O)c1oc(-c2cccs2)nc1S(=O)(=O)c1ccc(F)cc1
15%,-9,-7%,-35%,6%,-23%[59 µM],i,-1%,-30%,COc1ccc(-c2cnnn2-c2ccc(NC(=O)c3c(F)cccc3F)cc2)cc1
45%[activator],-2,8%,-7%,5%,-24%,2%,2%,10%,Cc1ccc(C(=O)OCC(=O)N2C(C)CCCC2C)cc1S(=O)(=O)N1CCOCC1 (centres undefined)
7%,-3,-8%,-9%,-4%,1%[59 µM],-1%,3%,-29%,Cc1cc(-c2ccc(C)c(S(=O)(=O)NCC3CCN(Cc4cccc(F)c4)CC3)c2)on1
47%[activator],-15,-10%,21%,-4%,?,0%,-4%,11%,CCOC(=O)c1cc2nc(-c3ccco3)cc(C(F)(F)F)n2n1
40%[activator],5,-20%,-7%,0%,?,-7%,1%,-3%,COc1ccc(S(=O)(=O)Cc2ccc(C(=O)N3CCN(C(=O)c4ccco4)CC3)o2)cc1
42%[activator],0,-18%,-14%,-19%,4%,i,-13%,-1%,Cc1coc2cc3oc(=O)c(CC(=O)N(C)CC(=O)O)c(C)c3cc12
40%[activator],-2,-6%,-24%,4%,?,-1%,-3%,-5%,COc1ccc(NC(=O)Nc2ccc3c(c2)CCC3)cc1

Arranged by formula weight (lowest first): nine of the compounds above
HP1b binding inh,PI4K2A inh,Pol eta inh,JMJD2A Tudor inh,Pin1 inhibitor,G9a block,Tb PGK inh,GLS inh,BAZ2B block,SMILES
20%,3,-3%,-9%,1%,24%,-1%,0%,0%,O=C(NCCc1ccccc1)c1ccccc1F
40%[activator],-2,-6%,-24%,4%,?,-1%,-3%,-5%,COc1ccc(NC(=O)Nc2ccc3c(c2)CCC3)cc1
47%[activator],-15,-10%,21%,-4%,?,0%,-4%,11%,CCOC(=O)c1cc2nc(-c3ccco3)cc(C(F)(F)F)n2n1
42%[activator],0,-18%,-14%,-19%,4%,i,-13%,-1%,Cc1coc2cc3oc(=O)c(CC(=O)N(C)CC(=O)O)c(C)c3cc12
7%,-2,-7%,-8%,-4%,18%,1%,0%,-6%,CCOC(=O)N/N=C\c1cccc(OC)c1OC/C=C/c1ccccc1
431%[activator],5,-28%,297%[activator],-4%,369%[activator][59 µM],-9%,-4%,314%[activator],Cc1cc(C)n(-c2nc3ccccc3nc2Nc2ccc(C(C)C)cc2)n1
9%,-3,-2%,-25%,-11%,-6%[59 µM],0%,1%,-11%,CC(=O)c1cc(-c2ccc(F)cc2)n(CCC(=O)NCc2ccccc2C)c1C
47%[activator],-1,-14%,0%,6%,-34%,-1%,-1%,-5%,Cc1c(-c2ccc(/C=N/NC(=O)C(=O)Nc3ccccc3F)o2)cccc1[N+](=O)[O-]
7%,-3,-8%,-9%,-4%,1%[59 µM],-1%,3%,-29%,Cc1cc(-c2ccc(C)c(S(=O)(=O)NCC3CCN(Cc4cccc(F)c4)CC3)c2)on1

Continuation.
HP1b binding inh,PI4K2A inh,Pol eta inh,JMJD2A Tudor inh,Pin1 inhibitor,G9a block,Tb PGK inh,GLS inh,BAZ2B block,SMILES
22%,-4,-5%,-20%,-4%,?,-5%,17%,-30%,CC1=C(C(=O)OC(C)C)C(c2cccs2)n2ncnc2N1 (centres undefined)
19%,4,3%,-18%,-8%,-29%,i,-6%,1%,CCOC(=O)N1CCN(CC(O)c2c[nH]c3ccc(OC)cc23)CC1 (centres undefined)
24%,11,-16%,-18%,-4%,?,-7%,-3%,-7%,COc1ccc2[nH]c(=O)c(CNc3cccc(C)c3)cc2c1
-2%,0,-17%,-35%,27%,-6%,0%,-5%,-21%,C=C(C)CSc1nc2sc3c(c2c(=O)n1-c1ccc(C)cc1)CCN(C)C3
15%,4,-11%,-1%,2%,16%,5%,11%,9%,CCn1cnc2c1c(=O)[nH]c(=O)n2Cc1ccccc1
42%[activator],1,-8%,-24%,1%,17%,-1%,26%,11%,Cc1ccc(NC(=O)CCC(=O)N/N=C/c2ccc(O)cc2O)cc1
28µM*,?,?,-27%[11.4 µM],10%,45µM*,0%,33%[activator],?,Cc1[nH][nH]c(=O)c1C(c1c(C)[nH][nH]c1=O)c1cn(Cc2cccc3ccccc23)c2ccccc12
-11%,0,-8%,?,0%,?,i,0%,?,O=[N+]([O-])c1nn(-c2ccc(Cl)cc2)n(O)c1=NCc1ccccc1
?,5,-25%,35µM*,2%,50µM*,-5%,-4%,?,OC(CNCC(c1ccc(Cl)cc1Cl)c1c[nH]c2ccccc12)c1ccccc1 (centres undefined)
23%,0,-17%,-30%,2%,.,3%,-1%,.,CCN1C[C@@H]2[C@@H]3C(=O)N(Cc4ccccc4)C(=O)[C@@H]3[C@](CC)(C(=O)OC)N2C1=NCc1ccccc1
19%,3,5%,-13%,-9%,22%[12.7 µM],1%,5%,-9%,CCN(CC)c1c([N+](=O)[O-])c(=O)oc2ccccc12
-2%,-1,2%,?,5%,-18%,-6%,1%,-1%,O=C1c2c(Br)c(Br)c(Br)c(Br)c2C(=O)N1c1ccccn1
42%[activator],-4,-17%,9%,0%,45%[59 µM],-11%,2%,33%[activator],Cc1cccc(NC(=O)CCS(=O)(=O)c2ccc3c(c2)n(C)c(=O)c(=O)n3C)c1C
11%,-11,-20%,?,-4%,50µM*,i,-13%,?,COc1ccc(C2C(C(C)=O)=C(O)C(=O)N2CCO)c(OC)c1 (centres undefined)
16%,2,7%,-2%,-5%,48%[activator][12.7 µM],-4%,3%,-2%,CCCCS(=O)CC(CS(=O)CCCC)OC(=O)c1ccc(C)cc1 (centres undefined)
7%,2,0%,-12%,1%,11%,3%,11%,-12%,COc1ccc(CNC(=O)Cc2c(C(=O)O)[nH]c3ccccc23)c(OC)c1
38%,-4,-20%,2%,-5%,21%,-3%,9%,5%,COC(=O)C1(Cc2cc(-c3ccc(Cl)cc3)no2)CCN(C(=O)OC(C)(C)C)CC1
21%,5,-6%,11%,-7%,7%[59 µM],i,-9%,9%,COc1cc(/C=N/NC(=O)Nc2ccccc2)ccc1OC(C)=O
414%[activator],3,-18%,269%[activator],?,.,1%,12%,259%[activator],c1ccc(C2CC(c3cccs3)=NN2c2ccccc2)cc1 (centres undefined)
-5%,-3,-27%,?,?,-6%[12.7 µM],i,-1%,?,Cc1cccc(S(=O)(=O)N2CCn3cccc3C2C)c1 (centres undefined)
?,0,-7%,?,4%,-8%[59 µM],-2%,8%,-24%,CC(=O)Nc1sc(C)c(C)c1C(=O)OC(C)C
25%,-1,-4%,-10%,9%,10%[59 µM],5%,4%,11%,CCCn1cc(SCC(=O)NCC2CCCO2)c2ccccc21 (centres undefined)
21%,0,-16%,-14%,1%,-1%,-4%,1%,4%,COc1ccc2c(c1)sc(=NC(=O)CS(=O)(=O)c1ccc(F)cc1)n2C
7%[57 µM],4,-2%,-16%,-2%,.,-6%,-9%,.,CC(=NN1CC(=O)NC1=O)c1ccc([N+](=O)[O-])o1
21%,2,1%,-15%,0%,12%,-7%,0%,0%,CCOC(=O)CCC(=O)Nc1ccc(S(=O)(=O)Nc2cc(OC)nc(OC)n2)cc1
1%,-3,-20%,?,0%,40µM*,i,-1%,-37%[57.1 µM],CN(C)CCN(C(=O)c1ccc2ccccc2c1)c1nc2c(F)cccc2s1
-1%,-1,-15%,-21%,-1%,45µM*,-1%,11%,-10%,Cc1ccc(C(C(=O)NC(C)(C)C)N(CC2CCCO2)C(=O)Cn2nnc(-c3ccc(C)o3)n2)cc1 (centres undefined)
-2%,-1,4%,50µM*,1%,0%,-4%,1%,3%,COC(=O)C(CSCc1ccccc1)NC(=O)CSc1nc(C)cc(=O)[nH]1 (centres undefined)
32%,-8,?,4%,21%,10%,i,-4%,-7%,CC(=O)c1c(C)[nH]c(C(=O)CSc2nc3ccccc3n2C)c1C
131%[activator],-8,40µM*,82%[activator],-3%,?,?,?,40µM*,O=C(CCS(=O)(=O)c1ccc(Br)cc1)NCc1ccc(F)cc1
